# Screens deposited in PubChem by several laboratories.
# GPR55 antagonists: GPR55 antagonists blocking LPI-driven arrestin recruitment, primary screen, imaging, U2OS, beta-arrestin-GFP, LPI agonist (AID 2013); U2OS GPR55 beta-arrestin-GFP translocation imaging, LPI antagonism; higher % means a stronger effect; one-dose inhibition, % at 10 µM; IC50 in µM for titrated hits; hit rate 0.13% among 290,000; G-protein coupled receptor 55 (Homo sapiens);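 active = spots per cell inhibited over 60%, with over 100 cells counted and total cytoplasm intensity under 500,000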;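 also: U2OS cells stably carrying GPR55 and arrestin-GFP stimulated by 5 µM LPI near EC80; imaged beta-arrestin-GFP aggregate spots per cell after agonist stimulation; plate controls were LPI-stimulated DMSO wells for no effect and DMSO wells without LPI for full effect; some results filed as inactive read as strong as hits; confirmed hits need IC50 under 10 µM and bright autofluorescent wells are also inconclusive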
# Salmonella PhoP GFP: inhibitors of PhoP regulon expression, primary screen, Salmonella Typhimurium, GFP reporter (AID 1863); S. Typhimurium PhoP-regulated promoter GFP reporter, 4 h; higher % means a stronger effect; inhibition, % at 50 µM; hits with a dose series show IC50 in µM; hit rate 0.16% among 300,000;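 active = inhibition over 29.93%, a cutoff 3 SD above the screen mean, later confirmed by dose response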;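 also: 0% = low Mg2+ inducing control and 100% = high Mg2+ repressing control; strong numbers were not always called active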
# KOR beta-arrestin-1: KOR antagonists, beta-arrestin recruitment, cell-based, luminescence, uHTS (AID 1778) | Kappa-type opioid receptor (Homo sapiens) | KOR beta-arrestin recruitment, luminescence, antagonist mode; higher % means a stronger effect | inhibition, % at 10 µM; hits with a dose series show IC50 in µM | hit rate 0.091% among 290,000; in the data active = inhibition above about 50%; also: strong numbers were not always called active
# GPR55 activation: GPR55 agonists via beta-arrestin recruitment, primary screen, imaging, U2OS cells, beta-arrestin-GFP redistribution (AID 1961); G-protein coupled receptor 55 (Homo sapiens); hit rate 0.048% among 290,000; U2OS GPR55 beta-arrestin-GFP redistribution imaging; higher % means a stronger effect; activation, % at 10 µM; hits with a dose series show EC50 in µM;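 active = activation above 40% with more than 50 cells counted in the well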;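 also: U2OS osteosarcoma cells stably expressing GPR55 and beta-arrestin-GFP; plate controls were DMSO negative control for no effect and LPI positive control for full effect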
# KOR beta-arrestin-2: KOR agonists, beta-arrestin recruitment, primary screen, cell-based, luminescence, uHTS (AID 1777). KOR beta-arrestin recruitment, luminescence; higher % means a stronger effect. hit rate 0.02% among 280,000. activation, % at 10 µM, or EC50 in µM where a hit was titrated. Kappa-type opioid receptor (Homo sapiens); in the data active = activation above about 50%, passing the limit was not always enough; also: a part of the inactive calls stands beside numbers as strong as those of hits
# GPR35 antagonists: GPR35 antagonists blocking zaprinast-driven arrestin recruitment, primary screen, imaging, U2OS, beta-arrestin-GFP, zaprinast agonist (AID 2058); G-protein coupled receptor 35 (Homo sapiens); U2OS GPR35 beta-arrestin-GFP translocation imaging, zaprinast antagonism; higher % means a stronger effect; inhibition, % at 10 µM; hits with a dose series show IC50 in µM; hit rate 0.052% among 290,000;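 active = inhibition of at least 50% with at least 30 cells and total cytoplasm GFP at most 10,000,000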
# West Nile antiviral: West Nile virus antiviral activity, cell-based, CPE readout (AID 1621); West Nile virus-infected cells, CPE inhibition; higher % means a stronger effect; one-dose CPE inhibition, % at 10 µM; IC50 in µM for titrated hits; hit rate 0.02% among 290,000; in the data active = a potency from the dose series; also: strong numbers were not always called active
# T cell HTS: modulators of CD8 T cell-vesicle binding, primary screen, mouse 2C CD8+ T cells, flow cytometry. 2C CD8+ T cell-vesicle binding; active compounds read low. calls only at 7 µM. hit rate 0.068% among 330,000. AID 2052, 2009;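 active = response, share of CD8 T cells binding vesicles, and their 90th percentile fluorescence all below set limits, cut at about 80% in these data, passing the limit was not always enough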
#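 incubation = binding step 1.5 h, 37 °C, antibody labelling 20 min, ice | test system = 2C mouse CD8+ T cells | read-out basis = percent CD8+ FL2 mean versus row control | controls = Peptide-free naked vesicles (low) and QL9 vesicles with 0.7% DMSO vehicle (high) | detection = flow cytometry of vesicle-bound cells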
# NTR1 ag: agonists of NTR1, primary screen, imaging, U2OS cells, beta-arrestin-GFP, high content (AID 493036) | Neurotensin receptor type 1 (Homo sapiens), P30989 | hit rate 0.17% among 330,000 | NTR1-U2OS beta-arrestin-GFP spot imaging, agonist mode | activation, % at 20 µM;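 active = activation at or above 40% of the spot to cytoplasm intensity ratio, with at least 20 cells analyzed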;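 also: 0% = DMSO without peptide and 100% = 100 nM NTR1 peptide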
# Target sequence (P30989 whole entry, looked up): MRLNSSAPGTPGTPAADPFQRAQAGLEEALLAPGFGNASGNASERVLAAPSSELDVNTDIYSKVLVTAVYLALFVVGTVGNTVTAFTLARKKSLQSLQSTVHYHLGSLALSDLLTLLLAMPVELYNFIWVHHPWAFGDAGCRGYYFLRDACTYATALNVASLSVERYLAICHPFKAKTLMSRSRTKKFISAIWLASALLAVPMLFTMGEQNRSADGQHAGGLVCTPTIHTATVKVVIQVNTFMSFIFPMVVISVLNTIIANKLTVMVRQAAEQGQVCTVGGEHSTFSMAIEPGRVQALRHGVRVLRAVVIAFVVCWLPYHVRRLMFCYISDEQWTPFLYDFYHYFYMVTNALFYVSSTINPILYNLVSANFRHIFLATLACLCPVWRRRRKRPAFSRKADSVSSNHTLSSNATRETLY
# T cell HTS vesicle-bound %: second read-out of T cell HTS, no call of its own (marks repeat the call); double positive events, %; measured here: CD8+ vesicle-bound cell fraction;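 binding gate set so that unloaded-vesicle control wells show 10% double positive cells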
# NTR1 ag cell count 20 µM: also measured in NTR1 ag; calls as there; cell count; measured here: cell count, cytotoxicity flag
# * hit, by the source's call; i = inactive; . = not tested or not shown; [ ] = remark or other dose. No enrichment for hits. Share with any hit: about 0.62%.
SMILES,GPR55 antagonists,Salmonella PhoP GFP,KOR beta-arrestin-1,GPR55 activation,KOR beta-arrestin-2,GPR35 antagonists,West Nile antiviral,T cell HTS,T cell HTS vesicle-bound %,NTR1 ag,NTR1 ag cell count 20 µM
CCOC(=O)COn1c(=O)c(-c2ccc(OC)cc2)[n+]([O-])c2ccccc21,2%,0%,8%,0.0%,-0.3%,9%,-0.3%,i,58,4.0,105
Cc1ccc2cc(CN(Cc3ccc4c(c3)OCO4)Cc3nnnn3Cc3ccco3)c(=O)[nH]c2c1,5%,-4%,-4%,-0.1%,27%,0%,0.0%,i,20,4.1,46
CCOC(=O)c1c(CN2CCN(c3ccccc3)CC2)oc2ccc(O)cc12,-6%,3%,-1%,-0.1%,1.7%,12%,-0.1%,i,29,5.3,66
N#Cc1ccc2nc3c(nc2c1)CCCC3,6%,4%,-18%,-0.1%,-3.2%,16%,-0.8%,i,63,-0.3,56
O=C(NCc1ccccc1)c1onc(CSc2ccc(F)cc2)c1C(=O)NCc1ccccc1,.,4%,.,.,.,.,-0.4%,i,28,0.4,95
CCOC(=O)c1c(NC(=O)COC(=O)c2ccncc2)sc(C)c1C,10%,0%,-16%,-0.4%,3.4%,-6%,0.4%,i,30,1.0,48
Cc1ccc(C)c(-n2cc(CN3CCN(C(=O)c4ncn[nH]4)CC3)c(-c3ccccc3)n2)c1,9%,-3%,-23%,-0.1%,4.1%,21%,0.7%,i,24,-0.9,33
COc1ccc(C2(O)CCN(Cc3nnnn3Cc3ccc(C)cc3)CC2)cc1,15%,-5%,-6%,-0.1%,-5.4%,17%,0.6%,i,25,1.8,51
CCCC(=O)Nc1ccc(Br)c(Cl)c1,-3%,11%,-19%,-0.1%,-2.6%,1%,-0.2%,i,26,-1.3,75
CC(/C=N/NC(=O)c1ccccc1F)=C\c1ccccc1,-16%,-3%,2%,0.2%,3.9%,-5%,-0.3%,i,58,0.1,61
CC(C)(C)NC(=O)COC(=O)c1ccc(Cl)c(S(N)(=O)=O)c1,6%,-7%,-4%,-0.2%,-5.9%,4%,-0.4%,i,5,-0.7,47
CC(OC(=O)c1ccc(Cl)nc1)C(=O)NC(C)(C)C (stereo unspecified),12%,-7%,-28%,0.5%,-1.0%,-6%,-0.4%,i,26,0.2,44
Cc1ccc(CN2CCN(/N=C/c3ccc(C)s3)CC2)cc1,4%,-3%,-34%,0.7%,-1.2%,5%,-1.1%,i,42,-1.3,70
CN1CCC(=NNC(=O)C(=O)NC(C)(C)C)CC1,0%,-12%,1%,-0.1%,-1.1%,-11%,0.1%,i,42,0.2,42
Cc1ccc(S(=O)(=O)NC(=O)COc2cc(C)ccc2C(C)C)cc1,-7%,-5%,9%,0.2%,-0.1%,8%,-0.2%,i,15,0.6,57
O=c1cc(O)nc(SCc2ccccc2)n1-c1ccc(F)cc1,15%,12%,6%,-0.1%,-3.3%,8%,0.0%,i,28,-1.6,92
O=C(O)c1ccccc1C(=O)NCc1ccc(F)cc1,3%,0%,-36%,-0.1%,1.1%,9%,1.0%,i,3,-0.8,83
CCOc1cc(S(=O)(=O)NCCc2cccc(C)c2)c(OCC)cc1-n1cnnn1,-2%,13%,-68%,0.8%,2.4%,13%,-1.6%,i,33,1.1,63
Cc1ccc(-c2cc(C(=O)O)c3sc(N4CCCCC4)nc3n2)cc1,6%,-21%,-19%,-0.2%,-1.8%,-10%,0.4%,i,50,0.3,64
O=C(CSc1ncn[nH]1)NC12CC3CC(CC(C3)C1)C2,-2%,-1%,-43%,-0.1%,3.6%,-8%,0.0%,i,24,-1.8,35
CCOC(=O)C(Cc1ccccc1)NC(C)=O (stereo unspecified),-2%,1%,-6%,-0.2%,-4.7%,-5%,0.0%,i,22,1.3,89
Cc1ccc(S(=O)(=O)Nc2nc(C)c(C(=O)NNS(=O)(=O)c3ccccc3)s2)cc1,-6%,-6%,13%,-0.1%,6.2%,-3%,-0.2%,i,33,0.5,51
O=C(O)C1CC=CCC1C(=O)Nc1ccccc1C(=O)N1CCN(c2ccccc2)CC1 (stereo unspecified),4%,-5%,-64%,-0.1%,-2.7%,-10%,0.5%,i,40,1.1,51
Cc1noc(COc2ccccc2OCC(N)=O)c1Cl,0%,-6%,-1%,-0.2%,0.3%,2%,-0.1%,i,40,-0.5,42
CCOC(=O)c1sc2ncn(CC(=O)NCC3CCCO3)c(=O)c2c1C (stereo unspecified),-2%,1%,10%,-0.1%,-3.7%,1%,-0.6%,i,39,-1.8,52
# Further compounds follow.
SMILES,GPR55 antagonists,Salmonella PhoP GFP,KOR beta-arrestin-1,GPR55 activation,KOR beta-arrestin-2,GPR35 antagonists,West Nile antiviral,T cell HTS,T cell HTS vesicle-bound %,NTR1 ag,NTR1 ag cell count 20 µM
O=C1CCC/C(=N\NC(=O)c2ccc(COc3cccc4cccnc34)cc2)C1,19%,6%,-20%,0.2%,2.0%,9%,0.1%,i,13,1.8,71
CCOc1cc(-c2noc(CCC(=O)Nc3cccnc3)n2)ccc1OC,1%,-5%,-23%,-0.1%,-5.5%,-18%,-0.4%,i,31,-2.4,80
CCCNc1nc2c(c(=O)n(C)c(=O)n2C)n1Cc1cccc(C)c1,-7%,-8%,-41%,-0.2%,-1.1%,0%,-1.4%,i,34,1.8,52
O=C(Cn1cnc2c(nnn2Cc2ccc(F)cc2)c1=O)Nc1cccc(F)c1,-2%,-4%,11%,-0.1%,-1.3%,-2%,-0.6%,i,59,0.2,73
COCC(C)n1c(C)cc(C(=O)CN2C(=O)NC(Cc3c[nH]c4ccccc34)C2=O)c1C (stereo unspecified),7%,4%,-12%,-0.2%,0.4%,-6%,1.2%,i,49,-1.3,43
O=C(O)CSCc1nc2scc(-c3ccccc3)c2c(=O)[nH]1,-6%,9%,4%,0.0%,-1.2%,-12%,0.6%,i,35,-1.5,27
Cc1ccccc1C(C(=O)NC1CCCC1)N(C(=O)Cc1cccs1)c1ccc2c(c1)OCCO2 (stereo unspecified),25%,26%,22%,0.2%,-1.4%,3%,0.4%,i,42,0.0,40
OCCC1CN(Cc2cccn2-c2ncccn2)CCN1Cc1ccccc1 (stereo unspecified),2%,-6%,0%,0.3%,-3.0%,-6%,-1.0%,i,20,0.7,51
Cc1ccc(-n2c(N)cc(=O)nc2SCC(=O)N2CCN(c3ccccc3)CC2)cc1,5%,-4%,-22%,0.8%,6.5%,-8%,-0.4%,i,6,2.5,35
c1ccc(C2=NNC(=NC3CC3)SC2)cc1,1%,-12%,-9%,-0.1%,0.3%,0%,-0.5%,i,9,-1.4,46
COC(=O)CN1C(=O)[C@H]2[C@@H](c3ccc(C)o3)N3C(=O)CN(CCO)C(=O)[C@@]3(C)[C@H]2C1=O,-3%,3%,-36%[20 µM],-0.2%,-2.0%,-4%,-0.1%,i,13,-0.1,59
Cc1ccc(S(=O)(=O)N2CCN(S(=O)(=O)N3CCOCC3)CC2)cc1C,5%,-13%,-7%,-0.1%,-1.0%,10%,-0.1%,i,54,1.4,67
COc1ccc(CN2C(=NC(=O)CCc3ccccc3)SC3CS(=O)(=O)CC32)cc1 (stereo unspecified),8%,-2%,-20%,0.3%,3.4%,2%,0.7%,i,1,0.0,76
CCOC(=O)c1cnc(SCC(=O)c2ccc(Cl)cc2)nc1N,-4%,8%,-14%,-0.1%,-2.4%,-6%,0.0%,i,44,2.2,50
CCC(=O)c1cn(CC(=O)Nc2ccc(C)cc2C)c2ccccc12,10%,1%,-44%[20 µM],0.0%,-0.6%,3%,-0.9%,i,32,1.0,47
COc1ccccc1CC(=O)Nc1cc2oc3ccccc3c2cc1OC,1%,21%,0%,0.2%,2.4%,5%,0.5%,i,11,2.2,59
Cc1cc(C)c(NC(=O)Cn2c(=O)c3cccn3c3ccccc32)c(C)c1,-1%,-1%,-6%,-0.4%,1.6%,3%,-0.3%,i,15,2.9,54
NC(=O)CSc1nnc(C2CC2)n1-c1ccccc1,9%,11%,-36%,-0.1%,0.4%,2%,0.1%,i,32,0.3,44
O=C(Nc1ccccc1)C1=C[C@H](c2ccc(C(F)(F)F)cc2)C[C@H](OCCCCO)O1,.,-9%,.,.,.,.,-0.4%,i,23,1.1,54
c1ccc2c(c1)OCC(c1nn3cnnc3s1)O2 (stereo unspecified),6%,7%,10%,0.2%,1.6%,-3%,1.1%,i,21,0.5,70
O=C(Nc1cccnc1)c1ccc(S(=O)(=O)c2ccc(Cl)cc2)cc1,11%,-4%,23%,-0.3%,-0.1%,12%,0.5%,i,32,-0.6,42
O=C(CSc1nn(-c2ccccc2)c(=S)s1)Nc1ncccn1,15%,15%,-26%,-0.3%,1.7%,-3%,-0.7%,i,30,0.5,33
CCOC(=O)c1c(NC(=O)CSc2nnnn2-c2ccc(OC)cc2)sc(C)c1C,-3%,14%,18%,0.3%,-0.2%,9%,-0.2%,i,41,5.9,108
COC(=O)[C@@H]1CCCN1Cc1c(C(=O)N2CCOCC2)nc2c(C)cccn12,2%,-6%,-7%,-0.2%,-3.0%,4%,-0.3%,i,0,0.8,45
Cc1ccc(O)c(NC(=O)c2cc(-c3ccccc3Cl)on2)c1,11%,3%,8%,-0.1%,6.8%,2%,-1.7%,i,55,5.8,58
Cc1oc(-c2ccc(Cl)cc2)nc1CN1CCCN(C(=O)c2ccco2)CC1,3%,-2%,-19%,-0.1%,-3.5%,-17%,-1.4%,i,11,0.4,70
COc1ccc(NC(=O)c2cc(CC(C)C)on2)cc1OC,-6%,5%,-32%,-0.3%,-2.2%,-3%,0.4%,i,27,-1.8,93

# Molecules shown so far that have a tert-butyl group (3):
SMILES,GPR55 antagonists,Salmonella PhoP GFP,KOR beta-arrestin-1,GPR55 activation,KOR beta-arrestin-2,GPR35 antagonists,West Nile antiviral,T cell HTS,T cell HTS vesicle-bound %,NTR1 ag,NTR1 ag cell count 20 µM
CC(C)(C)NC(=O)COC(=O)c1ccc(Cl)c(S(N)(=O)=O)c1,6%,-7%,-4%,-0.2%,-5.9%,4%,-0.4%,i,5,-0.7,47
CC(OC(=O)c1ccc(Cl)nc1)C(=O)NC(C)(C)C (stereo unspecified),12%,-7%,-28%,0.5%,-1.0%,-6%,-0.4%,i,26,0.2,44
CN1CCC(=NNC(=O)C(=O)NC(C)(C)C)CC1,0%,-12%,1%,-0.1%,-1.1%,-11%,0.1%,i,42,0.2,42
